# Mdm2 MdmX PPI: human Mdm2/MdmX binding inhibition; O15151+Q00987; SaOS-2 split-luciferase Mdm2/MdmX complementation, luminescence; inhibition, % at 8 µM; 330,000 compounds, 3% hits;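 active = inhibition of at least 50% at 8 µM in the primary screen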
# UPR XBP1 act: activators of adaptive arm of unfolded protein response (XBP1) | activation, % at 20 µM | AID 463104 | CHO-XBP1 luciferase reporter, IRE1-XBP1 UPR activation, luminescence; percent of tunicamycin response, DMSO as zero | 330,000 compounds, 0.33% hits;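 active = versus positive control, 20 µM dose yields 30% or more activation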;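 note: 100% = tunicamycin at 10 µg/mL and 0% = DMSO only wells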
#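 Material: CHO cell line with stable XBP1 luciferase reporter; schedule: 16-18 h cell attachment at 37 °C, then 6 h compound exposure; signal: glow luminescence from Steady-Glo reagent; medium: serum-containing F12 medium, 10% FBS; benchmarks: tunicamycin 10 µg/mL and vehicle-only wells; read-out: percent activation relative to tunicamycin reference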
# EBI2 antag: EBI2 (human) antagonism | 360,000 compounds, 0.81% hits | inhibition, % at 5 µM | AID 651636 | P32249 | EBI2 beta-arrestin recruitment, luminescence, 7a,25-OHC stimulated; in the data active = inhibition above about 38%;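 note: enzyme fragment complementation signal reports receptor beta-arrestin coupling in cells; 0% = agonist plus DMSO wells and 100% = wells without agonist; some results beyond the cut were filed as inactive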
# Target sequence (P32249 whole entry, looked up, the tested form may be a part): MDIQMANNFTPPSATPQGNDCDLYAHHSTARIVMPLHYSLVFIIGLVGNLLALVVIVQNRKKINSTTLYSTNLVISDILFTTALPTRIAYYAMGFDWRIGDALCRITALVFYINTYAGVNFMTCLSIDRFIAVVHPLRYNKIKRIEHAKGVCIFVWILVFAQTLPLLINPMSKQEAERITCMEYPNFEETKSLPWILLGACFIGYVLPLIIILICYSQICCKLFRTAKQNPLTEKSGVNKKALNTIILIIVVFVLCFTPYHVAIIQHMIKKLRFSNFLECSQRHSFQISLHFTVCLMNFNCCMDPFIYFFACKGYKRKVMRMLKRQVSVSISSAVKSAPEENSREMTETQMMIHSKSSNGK
# UPR CHOP act: apoptotic UPR (CHOP) activation; CHO-CHOP luciferase reporter, luminescence; percent of tunicamycin response over DMSO baseline; activation, % at 10 µM; 330,000 compounds, 0.34% hits;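 active = at 10 µM dose, activation of 40% or more, normalized to positive control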;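 note: 100% = tunicamycin at 10 µg/mL and 0% = DMSO alone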
#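 Test system: CHO-CHOP cells, stable luciferase reporter of PERK-eIF2a-CHOP signalling | Quantity: 500 CHO-CHOP cells per well | Buffer or medium: F12 plus 10% serum | Compound dosing: 10 µM single point, 0.5% DMSO | Schedule: 6 h compound treatment, 37 °C | Signal: Luciferase luminescence | Control set: Tunicamycin high control, DMSO low control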
# 697 NFkB inh: lowers PMA/ionomycin-induced NF-kB signal in 697 B cells; 330,000 compounds, 0.33% hits; 697 B-cell NF-kB luciferase reporter, 16 h; inhibition, % at 4 µM; in the data active = inhibition above about 35%
# CCR6 antagonist: antagonists of human CCR6 receptor | P51684 | CHO-K1 CCR6 PathHunter beta-arrestin, luminescence, CCL20-stimulated | inhibition, % at 20 µM | 340,000 compounds, 0.49% hits;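 active = compounds whose inhibition of the agonist-driven luminescence signal at 20 µM reaches about 50%, limit read from the data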;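 note: cells stimulated with CCL20 at 14 nM final; plate controls were DMSO with CCL20 for no effect and DMSO without agonist for full effect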
# Target sequence (P51684 whole entry, looked up): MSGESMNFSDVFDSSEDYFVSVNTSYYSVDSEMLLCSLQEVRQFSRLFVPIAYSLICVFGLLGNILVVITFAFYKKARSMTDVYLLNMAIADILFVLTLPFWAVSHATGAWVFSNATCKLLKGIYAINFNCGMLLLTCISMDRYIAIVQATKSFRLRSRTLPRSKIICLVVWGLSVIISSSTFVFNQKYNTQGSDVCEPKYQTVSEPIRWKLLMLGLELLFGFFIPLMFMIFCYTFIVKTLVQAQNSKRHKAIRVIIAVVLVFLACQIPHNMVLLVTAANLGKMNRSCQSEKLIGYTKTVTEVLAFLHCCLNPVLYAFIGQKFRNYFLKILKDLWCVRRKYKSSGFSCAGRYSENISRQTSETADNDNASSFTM
# Jurkat NFkB inh: inhibitors of the PMA/ionomycin-induced NF-kB reporter in Jurkat cells | PMA/ionomycin-induced NF-kB luciferase reporter, luminescence | inhibition, % at 4 µM | 330,000 compounds, 0.53% hits; in the data active = inhibition above about 50%
# Gli-Sufu block: Gli-Sufu pathway antagonism | inhibition, % at 5 µM | Sufu-KO-LIGHT fibroblasts, Gli luciferase reporter luminescence | AID 588413 | 340,000 compounds, 0.74% hits;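 active = inhibition above about 55%, limit read from the data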;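 note: 0% = DMSO-treated cells and 100% = wells with medium but no cells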
# CXCR6 inh: blocks human CXCR6 beta-arrestin recruitment | CHO-K1 PathHunter CXCR6 beta-arrestin, luminescence | O00574 | inhibition, % at 20 µM | 360,000 compounds, 0.36% hits; in the data active = inhibition above about 34%, passing the limit was not always enough;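 note: antagonist mode with CXCL16 agonist at 10 nM final; 0% = 10 nM CXCL16 with DMSO and 100% = unstimulated wells without agonist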
# Target sequence (O00574 whole entry, looked up): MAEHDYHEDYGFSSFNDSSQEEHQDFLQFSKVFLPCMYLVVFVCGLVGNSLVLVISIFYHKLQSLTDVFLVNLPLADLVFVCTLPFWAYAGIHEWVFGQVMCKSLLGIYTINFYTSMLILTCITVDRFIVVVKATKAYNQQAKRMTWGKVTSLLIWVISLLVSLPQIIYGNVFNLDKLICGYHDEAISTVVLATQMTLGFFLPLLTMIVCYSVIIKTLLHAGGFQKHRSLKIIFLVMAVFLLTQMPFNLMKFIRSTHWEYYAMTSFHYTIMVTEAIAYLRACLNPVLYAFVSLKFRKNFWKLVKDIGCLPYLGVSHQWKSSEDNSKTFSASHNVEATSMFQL
# * hit, by the source's call; . = not tested or not shown.
1: CN(CC(=O)Nc1ccc(F)cc1)C(=O)CCc1nc2ccccc2c(=O)[nH]1
2: O=C(CSc1nncs1)Nc1cc(S(=O)(=O)N2CCOCC2)ccc1N1CCCC1
3: COc1ccc(C(=O)N2CCC(n3c(C)nc4cc(F)ccc43)CC2)cc1OC
4: Cc1nc(CNS(=O)(=O)c2cc([N+](=O)[O-])ccc2C)cs1
5: CCOc1ccccc1NC(=O)c1cc(SC)ccc1Cl
6: CCOc1ccccc1N1CCN(C(=O)C2CSC3(C)CCC(=O)N23)CC1 (stereo not drawn)

entry no.	1	2	3	4	5	6
Mdm2 MdmX PPI	13	-2	9	-5	34	-25
UPR XBP1 act	-2	-4	1	-3	-2	0
EBI2 antag	3	4	12	-5	3	1
UPR CHOP act	-0.9	1.3	2.3	0.7	1.4	0.2
697 NFkB inh	8	-3	7	9	13	-5
CCR6 antagonist	2	10	-6	5	14	4
Jurkat NFkB inh	-13	-2	2	5	18	-7
Gli-Sufu block	-12	-8	1	8	15	7
CXCR6 inh	4	-15	8	-9	-1	6

7: Cc1cccc(C(=O)O/N=C2\CCS(=O)(=O)c3sccc32)c1
8: COc1ccc(CC(=O)OCC(=O)Nc2ccc3[nH]c(=O)[nH]c3c2)cc1
9: Nc1cc(N)nc(SCc2cccc(F)c2)n1
10: COc1ccc(-c2cc(C(F)(F)F)nc(SCC(=O)NCCN3CCOCC3)n2)cc1OC
11: CCCc1cc(=O)n2[nH]c(SCc3ccccc3)nc2n1
12: Cc1ccccc1N(CC(N)=O)S(C)(=O)=O

entry no.	7	8	9	10	11	12
Mdm2 MdmX PPI	23	-1	-48	-21	8	25
UPR XBP1 act	6	0	1	-3	-1	1
EBI2 antag	0	-11	-3	-9	-7	-6
UPR CHOP act	3.8	0.7	4.4	0.7	-0.2	-0.4
697 NFkB inh	12	22	-48	16	-2	5
CCR6 antagonist	9	4	-2	-8	8	3
Jurkat NFkB inh	11	23	-48	-14	0	-9
Gli-Sufu block	1	-8	-44	9	0	0
CXCR6 inh	11	-9	-8	0	1	-10

# Complete entries, looked up by structure. Screens in order: Mdm2 MdmX PPI | UPR XBP1 act | EBI2 antag | UPR CHOP act | 697 NFkB inh | CCR6 antagonist | Jurkat NFkB inh | Gli-Sufu block | CXCR6 inh
# Entry for COc1ccc(-c2cc(C(F)(F)F)nc(SCC(=O)NCCN3CCOCC3)n2)cc1OC : -21 | -3 | -9 | 0.7 | 16 | -8 | -14 | 9 | 0
# Entry for Cc1ccccc1N(CC(N)=O)S(C)(=O)=O : 25 | 1 | -6 | -0.4 | 5 | 3 | -9 | 0 | -10
# Entry for Cc1cccc(C(=O)O/N=C2\CCS(=O)(=O)c3sccc32)c1 : 23 | 6 | 0 | 3.8 | 12 | 9 | 11 | 1 | 11

# Next part.
13: C=CCNC(=O)C1CC1(c1cccc(C)c1)c1cccc(C)c1 (stereo not drawn)
14: CC(C)C(=O)N1CCN(c2ccccc2NC(=O)Cc2ccc(Cl)cc2)CC1
15: Cc1ccc(S(=O)(=O)Nc2cc(C(=O)NCCN(C)C)ccc2N2CCCC2)cc1
16: CSCCC(NC(=O)COc1ccccc1)C(=O)NCCOc1ccccc1 (stereo not drawn)
17: COCCSc1nnc(NC(=O)C2CCN(C(=O)c3ccco3)CC2)s1
18: O=C(Nc1nnc(-c2ccco2)o1)c1ccc(N2C(=O)CCC2=O)cc1

entry no.	13	14	15	16	17	18
Mdm2 MdmX PPI	14	-2	20	20	10	-7
UPR XBP1 act	0	-2	-1	1	-1	-1
EBI2 antag	8	7	-4	13	0	6
UPR CHOP act	-1.3	-1.5	-2.2	0.3	-1.8	3.2
697 NFkB inh	20	0	0	-9	-1	-17
CCR6 antagonist	21	14	12	7	14	-2
Jurkat NFkB inh	-14	8	11	-24	2	10
Gli-Sufu block	0	15	11	-6	-18	3
CXCR6 inh	-3	8	-7	2	2	2

19: COc1ccccc1N(CC(=O)Nc1ccc2c(c1)OCCO2)S(=O)(=O)c1ccc(C)cc1
20: Cc1ccc(NC(=O)COC(=O)CC2CCCC2)cc1Cl
21: Cc1cc(/C=N/NC(=O)c2cccc(F)c2)c(C)n1-c1ccccc1
22: COc1ccc(F)cc1S(=O)(=O)Nc1cc2c3c(c1)CC(=O)N3CCC2
23: CSc1nc2ccc(NC(=O)COc3ccccc3F)cc2s1
24: Cc1cc(/C=N/NC(N)=S)c(O)c(/C=N/NC(N)=S)c1

entry no.	19	20	21	22	23	24
Mdm2 MdmX PPI	27	0	30	21	-21	28
UPR XBP1 act	-7	1	3	0	3	-3
EBI2 antag	0	-3	-11	-17	6	-10
UPR CHOP act	-2.2	0.4	-1.1	-1.2	3.9	-0.7
697 NFkB inh	-9	8	-78	19	-29	24
CCR6 antagonist	19	.	-2	8	14	12
Jurkat NFkB inh	-1	8	-59	-3	-26	7
Gli-Sufu block	-7	.	6	13	-20	5
CXCR6 inh	-8	18	-4	-3	1	-13

25: Cc1ccc2c(c1)c1c3n2CCN(C(=O)CCl)C3CCC1 (stereo not drawn)
26: CNC(=O)/C=C/c1cc(C(=O)c2ccc(Cl)cc2Cl)cn1C
27: CCCCCCCCNC(=O)/C(C#N)=C/c1ccc(SC)cc1
28: CCOc1cc(/C=C/C(=O)NCCc2ccc(S(N)(=O)=O)cc2)ccc1OCC(C)C
29: COc1ccccc1/C=C(\NC(=O)c1ccc(OC)c(OC)c1)C(=O)Nc1cccc([N+](=O)[O-])c1
30: CCOc1ccc(CCNC(=O)c2ccc(C)c(N3CCCC3=O)c2)cc1OCC

entry no.	25	26	27	28	29	30
Mdm2 MdmX PPI	51*	20	15	23	-21	13
UPR XBP1 act	1	4	0	-1	1	1
EBI2 antag	-15	-1	1	8	-3	10
UPR CHOP act	26	0.4	3.3	-0.1	0.1	-2.0
697 NFkB inh	11	13	3	9	5	9
CCR6 antagonist	-9	0	0	5	24	1
Jurkat NFkB inh	-2	14	15	0	9	-7
Gli-Sufu block	9	9	-3	-10	2	-1
CXCR6 inh	-15	2	1	2	12	2

31: CC(C#N)Sc1ncnc2sc(-c3ccccc3)cc12 (stereo not drawn)
32: O=C(Cn1cccc1C(=O)c1ccccc1)NCc1cccs1
33: CC(C)N1CCC(N2CCN(Cc3cccnc3)CC2CCO)CC1 (stereo not drawn)
34: COC(=O)c1cccc(NS(=O)(=O)c2ccc(OC)cc2)c1C
35: CC(C)COC(=O)n1c(SCC(N)=O)nc2ccccc21
36: Cc1noc(C)c1C(=O)OCC(=O)Nc1cccc(S(=O)(=O)N(C)C)c1

entry no.	31	32	33	34	35	36
Mdm2 MdmX PPI	20	18	1	47	12	-16
UPR XBP1 act	3	-4	-2	-4	1	1
EBI2 antag	21	7	-5	-2	8	-9
UPR CHOP act	1.0	-0.9	-1.2	-1.5	-0.2	6.2
697 NFkB inh	-14	20	8	-57	-8	9
CCR6 antagonist	17	0	-2	15	2	16
Jurkat NFkB inh	-12	-4	1	4	9	-7
Gli-Sufu block	-9	-18	2	2	4	-20
CXCR6 inh	0	-7	11	2	-2	2

37: CCOC(=O)N1CCN(C(=O)C(NC(=O)C2CCC(C)CC2)C(C)C)CC1 (stereo not drawn)
38: CC(=O)c1ccc([C@H]2C[C@@]34CN(C(=O)OC(C)(C)C)S(=O)(=O)[C@H]3C[C@H]2O4)cc1
39: Cc1cc(C)n(-c2nc(Nc3ccccc3C(F)(F)F)nc(-n3nc(C)cc3C)n2)n1
40: CCOC(=O)c1ccccc1NC(=O)C1CCCO1 (stereo not drawn)
41: Cc1nc(-c2nnc(-c3ccccc3)o2)c(C(F)(F)F)o1
42: Cn1cc(S(=O)(=O)N2CCCC2)cc1C(=O)N1CCN(c2ccccc2)CC1

entry no.	37	38	39	40	41	42
Mdm2 MdmX PPI	12	-2	69*	7	11	13
UPR XBP1 act	-1	2	-7	-3	7	1
EBI2 antag	-1	5	-9	-3	-3	0
UPR CHOP act	1.3	1.1	9.8	-0.2	1.1	2.1
697 NFkB inh	-33	2	0	12	-7	7
CCR6 antagonist	-5	2	31	3	-17	-5
Jurkat NFkB inh	-4	7	10	-26	-9	15
Gli-Sufu block	2	-6	9	29	-9	-10
CXCR6 inh	2	-1	27	-4	4	-6

# An excerpt from above in order of their number in EBI2 antag, lowest first:
cpd	smiles	Mdm2 MdmX PPI	UPR XBP1 act	EBI2 antag	697 NFkB inh	CCR6 antagonist	Jurkat NFkB inh	CXCR6 inh
40	CCOC(=O)c1ccccc1NC(=O)C1CCCO1 (stereo not drawn)	7	-3	-3	12	3	-26	-4
37	CCOC(=O)N1CCN(C(=O)C(NC(=O)C2CCC(C)CC2)C(C)C)CC1 (stereo not drawn)	12	-1	-1	-33	-5	-4	2
38	CC(=O)c1ccc([C@H]2C[C@@]34CN(C(=O)OC(C)(C)C)S(=O)(=O)[C@H]3C[C@H]2O4)cc1	-2	2	5	2	2	7	-1

# (further entries)
43: COc1ccc(N(CC(=O)N2CCc3ccccc3C2)S(=O)(=O)c2ccccc2)cc1
44: Cc1nc2ccccn2c1/C(O)=C1\C(=O)C(=O)N(CCN(C)C)C1c1cccnc1 (stereo not drawn)
45: Cc1ccc(NC(=O)c2ccc(Cl)c(S(=O)(=O)N3CCc4ccccc43)c2)nc1
46: CNc1nnc(-c2ccncc2)s1
47: CCC1=NNC(=O)C(CC(=O)Nc2ccccc2)c2cc(OC)c(OC)cc21 (stereo not drawn)
48: CN(C)S(=O)(=O)N1CCCC(C(=O)c2ccc(-c3ccccc3)c(F)c2)C1 (stereo not drawn)

entry no.	43	44	45	46	47	48
Mdm2 MdmX PPI	30	4	.	-14	-6	12
UPR XBP1 act	-1	3	.	-3	-5	3
EBI2 antag	-3	-6	21	-14	4	6
UPR CHOP act	1.9	-1.6	.	-1.9	-1.2	0.1
697 NFkB inh	4	28	.	17	-3	-1
CCR6 antagonist	7	-14	13	-9	1	8
Jurkat NFkB inh	-2	9	.	5	8	14
Gli-Sufu block	7	13	-3	-1	7	9
CXCR6 inh	0	-13	-8	-11	-8	2

49: CCCC(=O)NC(C)c1nc(-c2ccc(C)cc2)no1 (stereo not drawn)
50: Cc1ccc(C)c(NC(=O)c2c(Cl)nc3ccccn23)c1
51: CC(C)(C)NS(=O)(=O)NC(=O)C1=C(N2CCCC2)COC1=O
52: COc1ccccc1NC(=O)CN1C(=O)CC(C)S(=O)(=O)c2ccccc21 (stereo not drawn)
53: Cc1ccc2nc(SCC(=O)N3CCN(c4ccccc4)CC3)nc(=O)n2c1
54: CC(=O)c1ccc(NC(=S)NC(=O)/C=C/c2ccccc2)cc1
55: CC(C)(C)[C@H]1COC(=O)[C@@H](NC(=O)OCC2c3ccccc3-c3ccccc32)C/C=C\C[C@@H](CC(=O)N[C@@H](CO)Cc2ccccc2)C(=O)N1
56: O=C1C(NS(=O)(=O)c2cccs2)=C(N2CCOCC2)C(=O)c2ccccc21

entry no.	49	50	51	52	53	54	55	56
Mdm2 MdmX PPI	-3	-3	25	18	15	-47	21	-13
UPR XBP1 act	-1	1	1	-4	-1	3	-3	0
EBI2 antag	-2	0	-2	-16	6	-1	-3	-4
UPR CHOP act	-0.7	-0.3	1.9	1.3	0.4	7.9	1.7	-1.4
697 NFkB inh	-10	-10	0	2	8	-102	0	22
CCR6 antagonist	0	5	-2	-1	1	6	-4	25
Jurkat NFkB inh	-6	-8	-5	-5	2	-32	4	-11
Gli-Sufu block	-7	-13	-5	-2	23	-28	44	7
CXCR6 inh	-11	5	2	4	-6	6	-8	8

# From PubChem
